N370S GC mod – inhibitors or activators of N370S glucocerebrosidase for Gaucher disease; P04062; Potency, µM (top dose mostly 59.4 µM), without a hit: at the top dose activity change, negative = inhibition, hits mostly inhibitors; N370S GC spleen homogenate, 4MU-glucoside fluorescence; hit rate 0.092% among 330,000;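 also: 0% = full enzyme activity and -100% = no enzyme basal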
FEN1 inhibitor – inhibitors of human flap endonuclease 1 | P39748 | Recombinant FEN1 flap cleavage, fluorescence, 15 min | Potency, µM (highest dose often 114 µM), for the others: at the top dose activity change, negative = inhibition, actives largely listed as inhibitors | hit rate 0.35% among 390,000; also: nearly all actives have a fitted effect of over 65% in size
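Potency values derive from four-parameter Hill fits of normalized qHTS data. The reaction used 10 nM FEN1 preincubated 15 min at room temperature with compound, then 50 nM DNA substrate, read at 0 and 15 min.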
GCN5L2 inh – inhibitors of human GCN5L2 histone acetyltransferase. Q92830. GCN5L2 HAT assay, ThioGlo1 CoA-SH fluorescence. Potency, µM (highest dose often 58.9 µM), without a hit: at the top dose activity change, negative = inhibition, hits mostly inhibitors. hit rate 0.21% among 390,000
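Enzyme at 20nM final was mixed with library compounds for 15 min at room temperature. Peptide H3(1-25) at 75uM, acetyl-CoA at 70uM and ThioGlo1 at 50uM were then added. Plates were read immediately and after 20 min (Ex340nm/Em540nm).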
An asterisk follows results filed as active; & = joins results of further samples; [ ] = another dose, or the depositor's remark. Calls follow the shape of the dose curve; as a rule, active = well fitted curve in the direction sought with a large enough effect; inconclusive = small, poorly fitted or top-dose-only effect, or another doubt; inactive = no such curve, though single readings can be large; an effect the other way counts as inactive or inconclusive. Unless noted, % is scaled to controls: 0 for no effect and ±100 for the full control effect; potency is read from the fitted curve at half-maximal effect.

Screening Cc1ccc(C(=O)NN2C(=O)C3C4C=CC([C@@H]3C2=O)C42CC2)cc1 (stereo not given in full) returned N370S GC mod 1%, FEN1 inhibitor inconclusive and GCN5L2 inh -6%.
`CCC(C)NC(=O)C1CCN(C(=O)c2cc3sccc3n2Cc2ccc(Cl)cc2)CC1` (stereo not given) gave FEN1 inhibitor -2% and GCN5L2 inh -6%.
For C=CCN1C(=O)C2(OCCCO2)c2cc(CCCC)ccc21 the results were N370S GC mod -1%, FEN1 inhibitor -14% and GCN5L2 inh -8%.
For COc1ccc(Cl)cc1NC(=O)Cn1c2ncccc2c(=O)n1-c1ccc(C)c(C)c1 the results were FEN1 inhibitor 0% and GCN5L2 inh 1%.
CC1CCN(c2c(NCC3CCC(C(=O)NCCc4ccc(Cl)cc4)CC3)c(=O)c2=O)CC1 (stereo not given) was read as N370S GC mod -6%, FEN1 inhibitor 7% and GCN5L2 inh -2%.
`COc1ccc(S(=O)(=O)N2c3ccccc3OCC2C)cc1` (stereo not given) gave N370S GC mod 3%, FEN1 inhibitor 12% and GCN5L2 inh -11%.
Screening COc1ccc(-c2[nH]c(-c3ccccc3)nc2SCC(=O)NCc2ccco2)cc1OC returned N370S GC mod 5%, FEN1 inhibitor -10% and GCN5L2 inh -2%.
For CCn1c(SCC(=O)Nc2ccc(-c3nc4ccc(C)cc4s3)cc2)nnc1-c1ccccc1 the results were N370S GC mod 4% and GCN5L2 inh -23%.
Screening O=C(NNS(=O)(=O)c1ccc(F)cc1)c1sccc1-n1cccc1 returned N370S GC mod 0%, FEN1 inhibitor 4% and GCN5L2 inh -6%.
Screening COC(=O)C1=C(C)N(CC2CC2)C(=O)N[C@H]1c1ccccc1 returned N370S GC mod -8%[12.8 µM] and FEN1 inhibitor 14%.
`Cc1ccc(CCN2CC(C(=O)NCCCN3CCOCC3)CC2=O)cc1` (stereo not given) gave N370S GC mod 3%, FEN1 inhibitor 10% and GCN5L2 inh 0%.
CC1CCN(S(=O)(=O)c2nnc(NC(=O)COc3ccccc3)s2)CC1 was read as N370S GC mod -12%, FEN1 inhibitor 0% and GCN5L2 inh 1%.
For CC(Oc1cccc(Cl)c1)C(=O)NCc1ccc(S(N)(=O)=O)cc1 (stereo not given) the results were N370S GC mod -2%, FEN1 inhibitor 0% and GCN5L2 inh -9%.
COCC(=O)N(C)c1nnc(-c2ccc([N+](=O)[O-])cc2)s1 was read as N370S GC mod 6%, FEN1 inhibitor 62%[activator] and GCN5L2 inh -10%.
For Cc1ccccc1NC(=O)COC(=O)c1ccc(S(C)(=O)=O)c([N+](=O)[O-])c1 the results were N370S GC mod -4%, FEN1 inhibitor -10%&17% and GCN5L2 inh -7%.
For CCOc1ccccc1C(=O)N1CCC(n2nnc3cc(C)ccc32)CC1 the results were N370S GC mod -2%, FEN1 inhibitor -11% and GCN5L2 inh -2%.
For Cc1ccc(C(=O)NCc2cccnc2)o1 the results were N370S GC mod -6%, FEN1 inhibitor -2% and GCN5L2 inh -3%.
COc1ccc(Nc2nnc(SCC(=O)NC(=O)Nc3ccc4c(c3)OCCO4)s2)cc1 was read as N370S GC mod 0%, FEN1 inhibitor -16% and GCN5L2 inh 0%.
`O=C1CC(c2ccccc2)Oc2cc(O)ccc21` (stereo not given) gave N370S GC mod 2%, FEN1 inhibitor -14% and GCN5L2 inh -3%.
Screening CC1CC(C)CN(S(=O)(=O)c2ccc3c(c2)oc(=O)n3CC(=O)NCCCOC(C)C)C1 (stereo not given) returned N370S GC mod 2%, FEN1 inhibitor -5% and GCN5L2 inh -13%.
Screening CCCCn1c(N)c(N(CC(C)C)C(=O)C2CC(=O)N(c3ccc4c(c3)OCCO4)C2)c(=O)[nH]c1=O (stereo not given) returned N370S GC mod 0%, FEN1 inhibitor 5% and GCN5L2 inh -1%.
NS(=O)(=O)c1ccc(CCNC(=O)CN2CCN(c3ccc(F)cc3)CC2)cc1 was read as N370S GC mod 5%, FEN1 inhibitor -4% and GCN5L2 inh 1%.
COc1ccc(-c2nc(CS(=O)(=O)CC(=O)NCc3ccc(F)cc3)c(C)o2)cc1 was read as N370S GC mod -3%, FEN1 inhibitor -9% and GCN5L2 inh -6%.
`CCN(C(=O)CCc1nc(-c2ccc(OC)cc2)no1)c1cc(OC)ccc1OC` gave N370S GC mod 5%, FEN1 inhibitor -5% and GCN5L2 inh -11%.
For COc1ccc(C(=O)N2CCCC(CCC(=O)NCc3ccccc3F)C2)c(OC)n1 (stereo not given) the results were N370S GC mod -2%, FEN1 inhibitor 6% and GCN5L2 inh 1%.
For COc1cc(-c2nc(S(=O)(=O)c3ccc(Cl)cc3)c(N3CCOCC3)o2)cc(OC)c1OC the results were N370S GC mod -12%, FEN1 inhibitor 0% and GCN5L2 inh -1%.
For CN(C)CCCNCCNC(=O)/C=N\O the results were N370S GC mod -2%, FEN1 inhibitor 11% and GCN5L2 inh -7%.
For CCOc1nc(NC(=O)NS(=O)(=O)Oc2cccc(F)c2)nc(-c2ccccc2)n1 the results were FEN1 inhibitor 10% and GCN5L2 inh -1%.
COc1ccc(NC(=O)C2CCN(c3nc(-c4ccc(OC)cc4)no3)CC2)cc1 was read as N370S GC mod -14%, FEN1 inhibitor 4% and GCN5L2 inh 6%.
Screening Cc1cccc(N(C(=O)c2nsc(Cl)c2Cl)C(C(=O)NC2CCCC2)c2ccc(O)cc2)c1 (stereo not given) returned N370S GC mod inconclusive, FEN1 inhibitor 5% and GCN5L2 inh -5%.
Screening CCn1c(=N)c(C(=O)NCc2ccccc2)cc2c(=O)n3cccc(C)c3nc21 returned FEN1 inhibitor 8% and GCN5L2 inh -4%.
For CCCC(C(=O)NC1CCCC1)N(CCCN1CCOCC1)C(=O)c1snc(C(N)=O)c1N (stereo not given) the results were N370S GC mod 1%, FEN1 inhibitor -4% and GCN5L2 inh -3%.
`CCOP(=O)(C1=C(O)C(=O)C(C(C)(C)C)=CC1=O)c1ccccc1` (stereo not given) gave N370S GC mod -11%, FEN1 inhibitor -19% and GCN5L2 inh -7%.
COCCNC(=O)c1c(N)n(/N=C/c2ccc(F)cc2)c2nc3ccccc3nc12 was read as N370S GC mod 4%, FEN1 inhibitor -6% and GCN5L2 inh -3%.
Screening CS(=O)(=O)N1CCCC(C(=O)Nc2ccccc2)C1 (stereo not given) returned N370S GC mod -3%, FEN1 inhibitor 22% and GCN5L2 inh -6%.
`CCc1ccccc1NC(=O)C(=O)NCCc1sc(-c2cccc(F)c2)nc1C` gave FEN1 inhibitor 2% and GCN5L2 inh -5%.
For COc1ccccc1N1C(=O)CC(Sc2ncccc2C(=O)O)C1=O (stereo not given) the results were N370S GC mod 3%, FEN1 inhibitor -10% and GCN5L2 inh -3%.
For Cc1ccc(NC(=O)C(c2ccccc2)N2Cc3ccccc3C2=O)cc1Cl (stereo not given) the results were FEN1 inhibitor -5% and GCN5L2 inh -8%.
For CC(CC(=O)C1C(C)C=CCC1(C)C)NNC(N)=O (stereo not given) the results were N370S GC mod 2%, FEN1 inhibitor 17% and GCN5L2 inh -3%.
`CCC(C)(C)NC(=O)C(c1ccc(OC)cc1)N(Cc1ccco1)C(=O)CCC(=O)Nc1cc(C)on1` (stereo not given) gave N370S GC mod -4%, FEN1 inhibitor 3% and GCN5L2 inh -1%.
For O=C(c1ccc(Cl)c(Cl)c1)N1CCC(=O)N(C(COCc2ccccc2)Cc2ccccc2)CC1 (stereo not given) the results were N370S GC mod 14%, FEN1 inhibitor -15% and GCN5L2 inh -8%.
`O=C(CSc1nnnn1-c1ccccc1)Nc1ccc(N2CCOCC2)cc1` gave N370S GC mod -1%, FEN1 inhibitor -2% and GCN5L2 inh -9%.
For COc1ccc(NC(=O)c2cc(S(=O)(=O)N3CCCCCC3)cn2C)cc1Cl the results were FEN1 inhibitor 7% and GCN5L2 inh -2%.
`Cc1ccsc1C(=O)OCC(=O)NCc1ccc(Cl)cc1` gave FEN1 inhibitor 9% and GCN5L2 inh 1%.
O=C(NNS(=O)(=O)c1cccc(Cl)c1Cl)c1cccc(S(=O)(=O)N2CCOCC2)c1 was read as N370S GC mod 1%, FEN1 inhibitor -8% and GCN5L2 inh 5%.
For CCn1ncc(C2=NOC(C(=O)Nc3c(C)n(C)n(-c4ccccc4)c3=O)C2)c1C (stereo not given) the results were N370S GC mod -2%, FEN1 inhibitor -2% and GCN5L2 inh 3%.
`CCCC(=O)Nc1nc(-c2ccc3c(c2)OCCO3)cs1` gave N370S GC mod -6%, FEN1 inhibitor 1% and GCN5L2 inh -17%.
For CCOc1ccccc1CNC(=O)c1ccc2nc(Cc3ccc(OC)cc3)oc2c1 the results were FEN1 inhibitor -11% and GCN5L2 inh -6%.
Screening CC1CCC2(CC1)NC(=O)N(CC(=O)Nc1ccc(C(N)=O)cc1)C2=O (stereo not given) returned FEN1 inhibitor -10% and GCN5L2 inh 4%.
`CCc1nc2ccccc2c(C(=O)OC2CCCCC2=O)c1C` (stereo not given) gave N370S GC mod 6%, FEN1 inhibitor -3% and GCN5L2 inh -9%.
`CC1=C(c2ccccc2)C(=S)NC(C)(C)C1` gave N370S GC mod 8%, FEN1 inhibitor 0% and GCN5L2 inh 1%.
COc1ccc(C)cc1NC(=O)Nc1cc(C(=O)NCc2ccc(C)cc2)ccc1N1CCCC1 was read as FEN1 inhibitor 17% and GCN5L2 inh -7%.
Screening CCOc1ccc(Nc2nc(C)c(NC(=O)c3cccc(OC)c3)c(Nc3ccc(OCC)cc3)n2)cc1 returned FEN1 inhibitor inconclusive and GCN5L2 inh -18%.
Screening Cc1ccc(-c2nnn(CC(=O)N(CC3CCCO3)C(C(=O)NCC3CCCO3)c3ccc(F)cc3)n2)o1 (stereo not given) returned N370S GC mod 3%, FEN1 inhibitor -3% and GCN5L2 inh -2%.
CCOC(=O)N1CCN(C(=O)C2CCN(C(=O)c3cc4sccc4n3CC)CC2)CC1 was read as N370S GC mod -1%, FEN1 inhibitor -2% and GCN5L2 inh 3%.
`COc1cc2c(=O)c(C(=O)c3ccc(C)c(C)c3)cn(Cc3ccc(F)cc3)c2cc1OC` gave FEN1 inhibitor -1% and GCN5L2 inh 0%.
`COc1ccc2cc(OCC(=O)NNC(=O)Nc3ccc(C(C)=O)cc3)ccc2c1` gave N370S GC mod -6%, FEN1 inhibitor -4% and GCN5L2 inh -10%.
`CC1CCN(C(=O)CSc2nc(N)c(NC(=O)c3ccccc3)c(=O)[nH]2)CC1` gave N370S GC mod -2%, FEN1 inhibitor -6% and GCN5L2 inh -16%.
Screening O=[N+]([O-])c1cc2oc3c(c2c(C=NCc2ccccc2)c1O)CCCC3 returned N370S GC mod 21%, FEN1 inhibitor 10% and GCN5L2 inh -7%.
Screening COc1ccc(CCNC(=O)CSc2cn(CCNC(=O)c3ccc(OC)c(OC)c3)c3ccccc23)cc1OC returned FEN1 inhibitor 10% and GCN5L2 inh -3%.
For Cc1c(Cl)cccc1NC(=O)Cn1nnc2sc3c(c2c1=O)CCCC3 the results were FEN1 inhibitor 19% and GCN5L2 inh -4%.
Screening COc1cnc(-c2ccccn2)nc1Oc1ccc(F)cc1F returned N370S GC mod -13%, FEN1 inhibitor 1% and GCN5L2 inh -5%.
For N#CCCN(C(=O)COC(=O)CCNS(=O)(=O)c1ccccc1)c1ccccc1 the results were FEN1 inhibitor 16% and GCN5L2 inh 3%.
Screening Cn1c(CCNC(=O)c2ccc(Cl)c(Cl)c2)nnc1SCc1ccc(Cl)c(Cl)c1 returned N370S GC mod 5%, FEN1 inhibitor -1% and GCN5L2 inh inconclusive.
Screening CC1CCC(C(C)C)C(OC(=O)Cn2c(-c3ccccc3)[n+](C)c3ccccc32)C1 (stereo not given) returned N370S GC mod -7%&-6%, FEN1 inhibitor -1%&-1% and GCN5L2 inh -5%&23%.
Screening COC(=O)C1CC(c2c(OC)cc(OC)cc2OC)=NO1 (stereo not given) returned N370S GC mod 1%, FEN1 inhibitor 1% and GCN5L2 inh 0%.
`Cc1cc(C)c(C(=O)OCC(=O)NCc2cccs2)c(C)c1` gave N370S GC mod -3%, FEN1 inhibitor -11% and GCN5L2 inh -8%.
For Cc1cc[n+](CC[n+]2ccc(C)cc2)cc1 the results were N370S GC mod -20%, FEN1 inhibitor -12% and GCN5L2 inh inconclusive.

Two neighbouring records already listed, quoted:
`Cc1cc(C)c(C(=O)OCC(=O)NCc2cccs2)c(C)c1` gave N370S GC mod -3%, FEN1 inhibitor -11% and GCN5L2 inh -8%.
For Cc1cc[n+](CC[n+]2ccc(C)cc2)cc1 the results were N370S GC mod -20%, FEN1 inhibitor -12% and GCN5L2 inh inconclusive.

Filtered by structure: the entries above with an NH in an aromatic ring
Screening COc1ccc(-c2[nH]c(-c3ccccc3)nc2SCC(=O)NCc2ccco2)cc1OC returned N370S GC mod 5%, FEN1 inhibitor -10% and GCN5L2 inh -2%.
Screening CCCCn1c(N)c(N(CC(C)C)C(=O)C2CC(=O)N(c3ccc4c(c3)OCCO4)C2)c(=O)[nH]c1=O (stereo not given) returned N370S GC mod 0%, FEN1 inhibitor 5% and GCN5L2 inh -1%.
`CC1CCN(C(=O)CSc2nc(N)c(NC(=O)c3ccccc3)c(=O)[nH]2)CC1` gave N370S GC mod -2%, FEN1 inhibitor -6% and GCN5L2 inh -16%.

This is a subset; rates above refer to the full screens.
